Source: PubChem (National Center for Advancing Translational Sciences (NCATS))
TDP1 inh: qHTS Assay for Inhibitors of Tyrosyl-DNA Phosphodiesterase (TDP1) | hit rate 0.28% among 350,000 | Potency, µM (series often up to 130 µM), inactives show at the top dose activity change, negative = inhibition, actives largely listed as inhibitors | recombinant TDP1, AlphaScreen DNA substrate cleavage; note: nearly all actives have a fitted effect of over 40% in size
Target sequence (Q9NUW8 whole entry, looked up): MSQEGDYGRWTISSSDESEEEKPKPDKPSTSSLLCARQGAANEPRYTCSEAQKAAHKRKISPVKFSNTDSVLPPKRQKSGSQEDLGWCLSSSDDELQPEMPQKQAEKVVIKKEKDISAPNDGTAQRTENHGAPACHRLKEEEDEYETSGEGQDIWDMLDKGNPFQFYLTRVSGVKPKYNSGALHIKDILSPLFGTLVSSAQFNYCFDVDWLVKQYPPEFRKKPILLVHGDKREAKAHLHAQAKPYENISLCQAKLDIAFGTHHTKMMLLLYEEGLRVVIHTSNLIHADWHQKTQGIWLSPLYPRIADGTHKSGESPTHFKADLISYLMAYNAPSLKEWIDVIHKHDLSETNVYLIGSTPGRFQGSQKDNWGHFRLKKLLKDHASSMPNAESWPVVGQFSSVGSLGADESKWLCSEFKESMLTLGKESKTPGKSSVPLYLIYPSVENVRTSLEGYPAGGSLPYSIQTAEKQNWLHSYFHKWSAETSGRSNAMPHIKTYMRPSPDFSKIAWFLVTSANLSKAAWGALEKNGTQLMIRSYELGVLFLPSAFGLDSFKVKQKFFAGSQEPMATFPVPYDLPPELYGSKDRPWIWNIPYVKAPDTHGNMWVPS
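E. coli-derived human Tdp1, 1 nM final. Cpd preinc 15 min RT; substrate 15 nM final, 5 min RT; AS bead mix 10 ug/ml final, 10 min RT. Signal loss = tyrosine-FITC cleavage. No-enzyme wells = max signal.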
DT40 TDP1 no CPT: qHTS for Inhibitors of human tyrosyl-DNA phosphodiesterase 1 (TDP1): qHTS in cells in absence of CPT | Potency, µM (series often up to 46.2 µM), inactives show top-dose activity change, negative = growth inhibition, usual class: inhibitors | DT40 Tdp1-/- hTDP1 cells, no CPT, ATP luminescence, 48 h | hit rate 15% among 420,000 | AID 686978, 2013; note: nearly all actives have a fitted effect of over 55% in size
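No-CPT arm: Tdp1-/-;hTDP1 DT40 cells (400/well) plus compounds, incubated ≥48 hr at 37 °C. Readout CellTiter-Glo luminescence.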
TDP1 cell CPT: qHTS for Inhibitors of human tyrosyl-DNA phosphodiesterase 1 (TDP1): qHTS in cells in presence of CPT; Potency, µM (top dose mostly 46.2 µM), without a hit: at the top dose activity change, negative = growth inhibition, usual class: inhibitors; hit rate 12% among 420,000; AID 686979, 2013; chicken DT40 Tdp1-/-;hTDP1 cells + 20 nM CPT, ATP luminescence, 48 h; note: nearly all actives have a fitted effect of over 55% in size
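Cell growth measured by CellTiter-Glo luminescence after a minimum 48 h, 37 C compound exposure with 20 nM CPT in Tdp1-knockout DT40 cells stably expressing hTDP1, seeded 400/well; qHTS titration format.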
* marks the source's active call; other numbers are inactive results; & = joins results of further samples; [ ] = another dose, or the depositor's remark. Calls come from the whole dose curve; as a rule, active = well fitted curve in the direction sought with a large enough effect; inconclusive = small, poorly fitted or top-dose-only effect, or another doubt; inactive = no such curve, though single readings can be large; an effect the other way counts as inactive or inconclusive. % is set by controls: 0 for no effect and ±100 for the full control effect; potency is the fitted concentration of half-maximal effect.

`CC1CCC(Nc2ncnc3onc(-c4ccc(F)cc4)c23)CC1` (centres undefined) gave TDP1 inh 2%, DT40 TDP1 no CPT inconclusive and TDP1 cell CPT -12%.
For Cc1nn(Cc2nnc(SCC(=O)Nc3cccc(C(F)(F)F)c3)n2C)c(C)c1[N+](=O)[O-] the results were TDP1 inh 0%, DT40 TDP1 no CPT inconclusive and TDP1 cell CPT inconclusive.
For CCOC(=O)CNC(=O)C12CC3CC(CC(C3)C1)C2 the results were TDP1 inh -3%, DT40 TDP1 no CPT -13% and TDP1 cell CPT 11%.
Screening COc1ccc(CN2CCC3(CC2)c2ccccc2[C@@H](NC(=O)c2ccsc2)[C@@H]3OC)cc1O returned DT40 TDP1 no CPT -17% and TDP1 cell CPT inconclusive.
Screening CCC1(C)Cc2c(sc3c2c(=O)n(C)c2nnc(SCCc4ccccc4)n32)CO1 (centres undefined) returned TDP1 inh 8%, DT40 TDP1 no CPT 23µM* and TDP1 cell CPT inconclusive.
Screening Cc1cccc(NC2=Nc3ccccc3N3C2=Nc2c(c(C)nn2-c2ccccc2)C3c2ccc(O)c(O)c2)c1 (centres undefined) returned TDP1 inh -4%, DT40 TDP1 no CPT inconclusive and TDP1 cell CPT inconclusive.
`O=C(NCC1(O)CCCCC1)C1CCC(=O)N(CCc2ccccc2)C1` (centres undefined) gave TDP1 inh 0%, DT40 TDP1 no CPT 8% and TDP1 cell CPT 0%.
Screening COc1ccc(-c2noc(CCC(=O)N3CCN(c4ccccc4Br)CC3)n2)cc1 returned TDP1 inh 1%[56.1 µM], DT40 TDP1 no CPT -1% and TDP1 cell CPT 4%.
Screening Cc1nn(-c2ccc(F)cc2)c2sc(C(=O)OCC(=O)N3CCC(C)CC3)cc12 returned TDP1 inh 1%, DT40 TDP1 no CPT inconclusive and TDP1 cell CPT inconclusive.
For COc1ccc(C2/C=C\CN(S(=O)(=O)c3ccc(C)cc3)CC(=O)N2Cc2ccc(F)cc2)cc1 (centres undefined) the results were TDP1 inh 6%&0%, DT40 TDP1 no CPT 18µM* and TDP1 cell CPT inconclusive.
For Cc1ccc(C2c3[nH]c4ccccc4c3C[C@H]3C(=O)N(c4ccccc4C(=O)NCCN4CCOCC4)C(=O)N23)cc1 (some centres undefined) the results were DT40 TDP1 no CPT -91% and TDP1 cell CPT -91%.
O=C(NCc1ccccc1)NC(O)C(Cl)(Cl)Cl (centres undefined) was read as TDP1 inh 3%, DT40 TDP1 no CPT -4% and TDP1 cell CPT 2%.

Structural class, the compounds so far with a thiophene ring, fused or not (3)
Screening COc1ccc(CN2CCC3(CC2)c2ccccc2[C@@H](NC(=O)c2ccsc2)[C@@H]3OC)cc1O returned DT40 TDP1 no CPT -17% and TDP1 cell CPT inconclusive.
Screening CCC1(C)Cc2c(sc3c2c(=O)n(C)c2nnc(SCCc4ccccc4)n32)CO1 (centres undefined) returned TDP1 inh 8%, DT40 TDP1 no CPT 23µM* and TDP1 cell CPT inconclusive.
Screening Cc1nn(-c2ccc(F)cc2)c2sc(C(=O)OCC(=O)N3CCC(C)CC3)cc12 returned TDP1 inh 1%, DT40 TDP1 no CPT inconclusive and TDP1 cell CPT inconclusive.

The main list resumes, starting three compounds before the break.
For COc1ccc(C2/C=C\CN(S(=O)(=O)c3ccc(C)cc3)CC(=O)N2Cc2ccc(F)cc2)cc1 (centres undefined) the results were TDP1 inh 6%&0%, DT40 TDP1 no CPT 18µM* and TDP1 cell CPT inconclusive.
For Cc1ccc(C2c3[nH]c4ccccc4c3C[C@H]3C(=O)N(c4ccccc4C(=O)NCCN4CCOCC4)C(=O)N23)cc1 (some centres undefined) the results were DT40 TDP1 no CPT -91% and TDP1 cell CPT -91%.
O=C(NCc1ccccc1)NC(O)C(Cl)(Cl)Cl (centres undefined) was read as TDP1 inh 3%, DT40 TDP1 no CPT -4% and TDP1 cell CPT 2%.
`COC(=O)c1ccc(COc2ccc3c(C)c(C)c(=O)oc3c2)o1` gave TDP1 inh -2%, DT40 TDP1 no CPT -14% and TDP1 cell CPT -7%.
Screening O=c1[nH]c(COc2ccccc2)nc2ccccc12 returned DT40 TDP1 no CPT inconclusive and TDP1 cell CPT 21µM*.
`O=C(CSc1cccc[n+]1[O-])c1ccc(Cl)cc1` gave TDP1 inh -2%, DT40 TDP1 no CPT 5.2µM* and TDP1 cell CPT inconclusive.
O=C(Nc1ccc(Cl)cc1)C1CCN(S(=O)(=O)c2ccc(Br)s2)CC1 was read as TDP1 inh -5%, DT40 TDP1 no CPT 23µM* and TDP1 cell CPT inconclusive.
`CCN(CC)C(=O)c1ccccc1NC(=O)c1ccccc1` gave TDP1 inh 1%, DT40 TDP1 no CPT -1% and TDP1 cell CPT -13%.
`COc1c(C)cccc1C(=O)Nc1cc(Cl)ccc1N1CCOCC1` gave TDP1 inh 5%, DT40 TDP1 no CPT inconclusive and TDP1 cell CPT -11%.
Screening CC1CCCCN1c1csc2ccc(F)cc2c1=O (centres undefined) returned TDP1 inh -1%, DT40 TDP1 no CPT 3% and TDP1 cell CPT 0%.
For Cc1ccc2c(c1)N(C(=O)C1CCN(S(=O)(=O)c3c(C)noc3/C=C/c3ccccc3F)CC1)CCO2 the results were TDP1 inh 1%, DT40 TDP1 no CPT inconclusive and TDP1 cell CPT -6%.
Screening CSCCC(NS(=O)(=O)c1ccc2c(c1)OCCO2)C(=O)N(C)Cc1ccc(C)cc1 (centres undefined) returned TDP1 inh 6%, DT40 TDP1 no CPT 15µM* and TDP1 cell CPT inconclusive.
Screening O=C(CCNC(=O)c1ccccc1Cl)Nc1nc2ccccc2s1 returned TDP1 inh 0%, DT40 TDP1 no CPT 1% and TDP1 cell CPT 1%.
`Cc1cccc(C)c1NC(=O)c1ccc(OCc2c(C)noc2C)cc1` gave TDP1 inh 1%, DT40 TDP1 no CPT 16µM* and TDP1 cell CPT inconclusive.
Screening OC(CBr)CN1CCCCC1 (centres undefined) returned DT40 TDP1 no CPT -22% and TDP1 cell CPT -6%.
For Cc1cc(C(=O)NC(C)C2CCCO2)no1 (centres undefined) the results were TDP1 inh -4%, DT40 TDP1 no CPT 0% and TDP1 cell CPT -24%.
`CCN(CC)C(=O)Cn1cnc2ccccc2c1=O` gave TDP1 inh 3%, DT40 TDP1 no CPT -11% and TDP1 cell CPT -27%.
`C=C1NN(Cc2ccc(OC)cc2)C(=O)N1c1ccccc1` gave DT40 TDP1 no CPT -27% and TDP1 cell CPT -4%.
For Cc1ccc(NC(=O)C2C3C=CC4(O3)C2C(=O)N(CCCN2CCCCC2)C4C(=O)NC2CCCCC2)cc1C (centres undefined) the results were TDP1 inh 4%, DT40 TDP1 no CPT -1% and TDP1 cell CPT 0%.
For CC(=O)C(Cc1ccccc1)(Cc1ccccc1)C(C)=O the results were TDP1 inh -6%, DT40 TDP1 no CPT -9% and TDP1 cell CPT -1%.
Cc1noc(C)c1S(=O)(=O)N(CC(=O)NCCc1ccccc1)c1ccc(C(C)C)cc1 was read as TDP1 inh 4%&-2%, DT40 TDP1 no CPT inconclusive and TDP1 cell CPT -26%&-1%.
`Cc1cc(C(=O)OCC(=O)NCc2cccs2)c2ccccc2n1` gave TDP1 inh 4%, DT40 TDP1 no CPT -20% and TDP1 cell CPT 6%.
`CC1(C)CC(=O)C2=C(C1)OC(N)=C(C#N)C2c1ccccc1OC(=O)N1CCOCC1` (centres undefined) gave TDP1 inh 5%, DT40 TDP1 no CPT -2% and TDP1 cell CPT -1%.
`Cc1cc(C)n2nc(SCc3cccc(S(=O)(=O)N(C)C)c3)nc2n1` gave DT40 TDP1 no CPT 15µM* and TDP1 cell CPT inconclusive.
`CCCCN(C)c1nnc(NC(=O)Nc2cccc(C(C)=O)c2)s1` gave TDP1 inh 6%, DT40 TDP1 no CPT inconclusive and TDP1 cell CPT inconclusive.
Screening Cc1sc2nc3n(c(=O)c2c1C)CCCCC3 returned TDP1 inh 3%[56.1 µM], DT40 TDP1 no CPT inconclusive and TDP1 cell CPT -17%.
Screening O=S(=O)(c1ccc(Br)cc1Cl)N1CCCN(c2ccc(C(F)(F)F)cn2)CC1 returned TDP1 inh -4%, DT40 TDP1 no CPT inconclusive and TDP1 cell CPT inconclusive.
Screening Cc1ccc(C(C)C)c(OCCNC(=O)c2cncc(Br)c2)c1 returned TDP1 inh 5%, DT40 TDP1 no CPT inconclusive and TDP1 cell CPT inconclusive.
CC(C)(C)c1ccc(OCc2ccc(C(=O)N/N=C3\CC4CC=CC34)cc2)cc1 (centres undefined) was read as TDP1 inh 5%, DT40 TDP1 no CPT 15µM* and TDP1 cell CPT 13µM*.
Screening NC(=O)CNc1ncc(C(F)(F)F)cc1Cl returned TDP1 inh 3%, DT40 TDP1 no CPT -10% and TDP1 cell CPT 0%.
For COc1ccc(N2CC(C(=O)NC3CC(C)(C)NC(C)(C)C3)CC2=O)cc1 (centres undefined) the results were TDP1 inh -4%, DT40 TDP1 no CPT -6% and TDP1 cell CPT 6%.
For COc1cccc(/C=N/NC(=O)CSc2nnc(C)n2-c2ccccc2)c1O the results were TDP1 inh -10%, DT40 TDP1 no CPT inconclusive and TDP1 cell CPT inconclusive.
For Cc1ccc(C(=O)N2CCN(c3ccc(NC(=O)COc4ccccc4C)cc3)CC2)cc1 the results were TDP1 inh 5%, DT40 TDP1 no CPT 5.2µM* and TDP1 cell CPT 4.1µM*.
For CCN(CC)Cc1c(-c2ccccc2)[nH]c2ccc(C)cc2c1=O the results were TDP1 inh -7%, DT40 TDP1 no CPT 1% and TDP1 cell CPT inconclusive.
For CC(NC(=O)CCNC(=O)c1ccco1)c1ccccc1 (centres undefined) the results were DT40 TDP1 no CPT 1% and TDP1 cell CPT -11%.
For CCOC(=O)C1CCN(Cc2ccc(O)c(OC)c2)CC1 the results were TDP1 inh 1%, DT40 TDP1 no CPT -26% and TDP1 cell CPT inconclusive.
O=C(NCc1ccc(F)cc1)c1cnc2sccn2c1=O was read as TDP1 inh -2%, DT40 TDP1 no CPT -15% and TDP1 cell CPT -6%.
Screening CCc1ccccc1NC(=O)CCS(=O)(=O)c1ccc(Br)cc1 returned DT40 TDP1 no CPT 10% and TDP1 cell CPT 11%.
For Cc1cc(C)c(-c2csc(NC(=O)C3=COCCO3)n2)cc1C the results were TDP1 inh 2%, DT40 TDP1 no CPT 21µM* and TDP1 cell CPT 23µM*.
CC1CN(C(=S)c2cccc([N+](=O)[O-])c2)CC(C)O1 (centres undefined) was read as TDP1 inh -6%, DT40 TDP1 no CPT inconclusive and TDP1 cell CPT inconclusive.
`CCOC(=O)c1nnn(CC(=O)N2N=C(c3cc(C)ccc3C)CC2c2ccc(OC)cc2)c1C(=O)OCC` (centres undefined) gave TDP1 inh 0%, DT40 TDP1 no CPT 15µM* and TDP1 cell CPT 29µM*.
For CC(C)(C)OC(=O)NCCc1nnc(SCc2ccc(Cl)cc2)o1 the results were TDP1 inh 4%, DT40 TDP1 no CPT -26% and TDP1 cell CPT 0%.
`COc1ccc(CN(CC2CCCO2)S(=O)(=O)c2ccc(C(=O)O)cc2)cc1OC` (centres undefined) gave TDP1 inh 4%, DT40 TDP1 no CPT 4% and TDP1 cell CPT 4%.
`O=S(=O)(c1ccc(F)c(F)c1)N1CCN(Cc2ccc3c(c2)OCO3)CC1` gave TDP1 inh 6%, DT40 TDP1 no CPT -44% and TDP1 cell CPT -16%.
CN(C)N(Cc1ccccc1)C(=O)C(O)(c1ccccc1)c1ccccc1 was read as DT40 TDP1 no CPT 26µM* and TDP1 cell CPT inconclusive.
Screening COc1ccc(C(=O)CSc2nccc(=O)[nH]2)cc1 returned TDP1 inh 5%, DT40 TDP1 no CPT -14% and TDP1 cell CPT -10%.
Screening CC1CCN(Cc2nnc(-c3cccc(Br)c3)o2)CC1 returned DT40 TDP1 no CPT inconclusive and TDP1 cell CPT -30%.
For CC(C)(C)OC(=O)N[C@@H](COCc1ccccc1)C(=O)N[C@@H](CO)[C@H](O)[C@@H]1C[C@@H]1C(=O)NC1CCCCC1 the results were DT40 TDP1 no CPT -16% and TDP1 cell CPT inconclusive.
For CCC(C)NC(=O)CN1C(=O)c2cccc3cccc1c23 (centres undefined) the results were TDP1 inh 5%, DT40 TDP1 no CPT -9% and TDP1 cell CPT 7%.
For COc1cc(C(=O)N2CCN(S(=O)(=O)c3cccc(F)c3)CC2)ccc1OCC(=O)N1CCOCC1 the results were TDP1 inh 5%, DT40 TDP1 no CPT -3% and TDP1 cell CPT -10%.
CCCCOc1ccccc1P(=O)(O)CP(=O)(c1ccccc1)c1ccccc1 was read as TDP1 inh 2%, DT40 TDP1 no CPT inconclusive and TDP1 cell CPT inconclusive.
For COc1ccc(-c2ccc3oc(-c4ccsc4)cc3c2)cc1 the results were DT40 TDP1 no CPT -24% and TDP1 cell CPT 3%.
`COc1cccc(/C=C/C(=O)OCC(=O)NC2CCCCCC2)c1` gave DT40 TDP1 no CPT -1% and TDP1 cell CPT -16%.
